Screening data deposited in PubChem by several laboratories.
PKA-R1A act = PKA-R1A complex activation; 340,000 compounds, 0.083% hits; AID 504707; activation, % at 11.4 µM; PKA-R1A dissociation, Cy5-IP20 fluorescence polarization; scaled: DMSO 0%, 113 µM cGMP 100%;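 active = percent activation above the mean of all tested compounds plus 3 SD, cut at about 19% in these data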;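 also: higher means more PKAc released from R1A so a rise in polarization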
HTR5A inv ctr = inverse agonist of human HTR5A in OPRM1-OPRD1 counter-screen | HTR5A cell line, luminescence, inverse agonism | inhibition, % at 9.3 µM | AID 504634 | 340,000 compounds, 0.083% hits; in the data active = inhibition mostly above about 23%, no sharp cut-off; inactive = mostly below about 18%;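 also: 0% = cells with DMSO and 100% = no-cell wells with DMSO; some compounds called inactive have numbers as strong as hits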
Ecoli viability = reduces bacterial viability in AddAB counter-screen; 330,000 compounds, 0.27% hits; E. coli V3065 growth, OD600 absorbance, 18 h; AID 449728; inhibition, % at 11.9 µM;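 active = inhibition above the campaign's mean inhibition across all tested compounds plus 3 SD, cut at about 9.9% in these data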;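 also: uninfected addAB+ strain grown without phage in ampicillin broth; 0% = DMSO wells and 100% = ciprofloxacin 0.95 µg/ml wells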
OPRM1-OPRD1 ag = OPRM1-OPRD1 heterodimerization agonism; P35372+P41143; cells, luminescence; activation, % at 9.3 µM; 340,000 compounds, 0.3% hits; AID 504326; in the data active = activation above about 18%;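 also: 0% = vehicle-treated cells and 100% = reference agonist; values of inactives mirror those of a sister screen read the other way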
Target sequence (P35372 whole entry, looked up): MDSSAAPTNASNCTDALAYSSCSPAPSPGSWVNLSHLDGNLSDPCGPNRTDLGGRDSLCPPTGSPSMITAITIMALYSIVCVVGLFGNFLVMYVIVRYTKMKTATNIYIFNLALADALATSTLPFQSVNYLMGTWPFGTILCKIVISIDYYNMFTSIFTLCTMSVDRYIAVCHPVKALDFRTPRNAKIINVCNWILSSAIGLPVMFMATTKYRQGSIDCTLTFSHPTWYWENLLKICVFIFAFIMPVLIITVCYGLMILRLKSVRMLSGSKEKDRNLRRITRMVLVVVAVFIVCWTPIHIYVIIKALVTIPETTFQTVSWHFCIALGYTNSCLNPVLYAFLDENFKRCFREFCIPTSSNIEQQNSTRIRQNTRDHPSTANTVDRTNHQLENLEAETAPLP
Target sequence (P41143 whole entry, looked up): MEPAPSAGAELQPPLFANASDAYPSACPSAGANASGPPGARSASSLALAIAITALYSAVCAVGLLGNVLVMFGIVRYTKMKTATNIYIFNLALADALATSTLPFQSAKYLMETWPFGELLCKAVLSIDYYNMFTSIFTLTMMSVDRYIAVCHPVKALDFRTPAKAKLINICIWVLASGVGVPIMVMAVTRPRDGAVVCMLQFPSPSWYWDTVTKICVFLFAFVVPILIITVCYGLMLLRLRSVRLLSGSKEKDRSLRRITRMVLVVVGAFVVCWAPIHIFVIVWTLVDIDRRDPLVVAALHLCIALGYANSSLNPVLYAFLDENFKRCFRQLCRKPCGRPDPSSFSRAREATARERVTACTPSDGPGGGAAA
PfHsp90 set2 = growth inhibition of yeast expressing Plasmodium Hsp90. 310,000 compounds, 0.32% hits. S. cerevisiae expressing PfHsp90, BacTiter-Glo ATP, 48 h; yeast lacking PDR1 and PDR3 efflux regulators. inhibition, % at 9.4 µM. AID 504621;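 active = every replicate shows inhibition above about 80%, whatever the replicate mean, limit read from the data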;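 also: 0% = DMSO neutral controls and 100% = 20 µM radicicol positive controls; yeast relying on Plasmodium falciparum Hsp90 in place of its own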
phage Ecoli inh = E. coli growth loss with phage present; growth absorbance; 360,000 compounds, 0.26% hits; inhibition, % at 11.9 µM; in the data active = inhibition above about 11%
Tat export inh = blocks Tat-dependent protein export in E. coli | E. coli MC4100 TorA-mCherry Tat export, fluorescence | inhibition, % at 10 µM | 340,000 compounds, 0.036% hits | AID 488895;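 active = mean replicate inhibition at least 50% and at least half of replicates individually reaching 50%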;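 also: exported cargo escapes ClpAP degradation while cytoplasmic cargo is degraded and loses fluorescence; 0% = median of neutral control wells and 100% = median of NaSCN control wells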
AddAB inh = less growth of phage-infected E. coli with AddAB | inhibition, % at 11.9 µM | E. coli expressing H. pylori AddAB, absorbance growth | 330,000 compounds, 0.29% hits; in the data active = inhibition above about 12%;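 also: 0% = vehicle wells of infected cells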
PKA-R2B activ = activators of human PKA-R2B complex | 340,000 compounds, 0.079% hits | activation, % at 11.4 µM | P22694+P31323 | PKA-R2B holoenzyme dissociation, Cy5-IP20 fluorescence polarization; R2B truncated from residue 108, S112A mutant; 0% DMSO only, 100% 113 µM cGMP;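 active = activation above a cutoff set at the mean over all compounds plus 3 SD, cut at about 18% in these data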;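 also: higher means more holoenzyme dissociation and a rise in polarization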
MOR-DOR inv ag = mu-delta opioid heterodimer inverse agonism; cell-based MOR-DOR heterodimer luminescence; inhibition, % at 9.3 µM; P35372+P41143; 340,000 compounds, 0.21% hits; in the data active = inhibition above about 22%, passing the limit was not always enough;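 also: 0% = cells with DMSO and 100% = wells without cells with DMSO; values of inactives mirror those of a sister screen read the other way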
Mot1-301 SUMO = inhibitors of SUMOylation pathway: yeast Mot1-301 growth rescue. S. cerevisiae Mot1-301 growth rescue, ATP luminescence, 38.5C; percent above DMSO median, 100 means doubled. 320,000 compounds, 1% hits. growth rescue, % at 18.8 µM. AID 2716;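 active = every valid replicate shows activation above 250% relative to neutral control wells; inactive = the rest, any valid replicate at or below 250%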;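 also: OY570 slx delta 5 strain wells were the positive control but not used for scaling; some compounds called inactive have numbers as strong as hits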
Numbers without * were called inactive; . = not tested or not shown; + = active, no number.

SMILES	PKA-R1A act	HTR5A inv ctr	Ecoli viability	OPRM1-OPRD1 ag	PfHsp90 set2	phage Ecoli inh	Tat export inh	AddAB inh	PKA-R2B activ	MOR-DOR inv ag	Mot1-301 SUMO
Cc1cc(NC(=O)CCC(=O)N(c2cccnc2)C(C(=O)NC2CCCC2)c2ccccc2)no1 (centres undefined)	-7	8	-2.1	-3.8	0	2.2	-8	0.2	-6	19	+
C[C@H](NS(=O)(=O)c1ccc(Cl)cc1)C(=O)OCC(=O)Nc1cc(S(=O)(=O)N2CCOCC2)ccc1Cl	16	-6	.	0.4	-2	1.4	-11	.	-4	-2	.
CC(=O)N1c2ccc(S(=O)(=O)N3CCCCC3)cc2CC1C(=O)Nc1ccccc1C(F)(F)F (centres undefined)	4	-11	-1.4	-4.2	7	1.8	-3	2.3	-2	23	-5
COc1cccc(C(=O)N(C)CC2CCN(CCc3cccc(C(F)(F)F)c3)CC2)c1	6	-27	-1.0	17	-2	1.0	-6	2.4	-6	-85	18
Cc1ccccc1CS(=O)(=O)CCC(=O)O	11	6	-2.5	-1.1	-12	7.0	-13	1.0	5	6	0
O=C(NCCCc1ccccc1)c1ccccc1O	-5	12	7.0	-0.3	6	4.6	6	7.4	-2	2	-8
COc1ccc([N+](=O)[O-])cc1N(CC(=O)NCCCOC(C)C)S(C)(=O)=O	-8	-7	-0.9	-3.1	-1	3.5	-2	2.6	-4	16	0
C/C(Cn1nc([N+](=O)[O-])cc1C)=N\NC(=O)COc1c(Cl)cc(Cl)cc1Cl	-5	-16	4.6	-0.7	-6	4.0	2	6.4	-5	4	-6
O=C(O)c1ccc(-n2ccnc2)c([N+](=O)[O-])c1	-3	-1	-0.6	2.5	-6	2.3	-8	-0.2	0	-13	-4
Cc1ccc(C2(C)NC(=O)N(CC(=O)Nc3ccc(S(=O)(=O)Nc4nccs4)cc3)C2=O)cc1 (centres undefined)	-14	3	-2.2	2.7	-5	4.3	-14	-0.2	-7	-17	9
C/C(=N\NC(=O)C1CC1)c1ccc(Cl)c(Cl)c1	12	-33	1.1	-1.6	12	2.5	8	0.3	-3	10	70
O=c1c(Cl)c(Cl)cnn1Cc1ccc(F)cc1	0	-14	4.0	3.8	-44	3.3	-12	-0.4	-5	-28	-11
CC1CCN(S(=O)(=O)c2c[nH]c(=O)[nH]c2=O)CC1	-10	8	0.8	-2.4	.	3.5	18	0.2	-6	12	4
O=C(O)CC12CC3CC(C1)CC(n1ncc(N4CCC5(CC4)OCCO5)c(Cl)c1=O)(C3)C2	5	24	-1.3	1.3	17	-0.5	-5	-2.0	12	-7	17
CN(C)/N=C/c1ccc(Sc2ccccc2[N+](=O)[O-])o1	-2	-14	-0.8	1.0	-2	2.1	4	3.6	3	-5	194
CC(Oc1ccc(Cl)cc1Cl)C(=O)NCCC1=CCCCC1 (centres undefined)	-21	-5	0.4	4.0	11	3.4	6	0.2	2	-20	.
CC(=O)Oc1c(C)cc(Cl)cc1C(=O)Nc1ccc([N+](=O)[O-])cc1Cl	-4	-20	4.0	-1.3	15	6.1	0	3.9	2	6	4
O=C(NCCCN1CCCC1=O)c1cncc(Br)c1	-17	1	0.3	-2.3	-1	1.8	-7	0.5	-11	12	0
Cc1cccc(CN2CCN(c3ccccn3)CC2)c1	-7	18	-1.3	-1.0	.	1.6	33	2.2	-7	5	-16
COCCOc1ccc(C(F)(F)F)cc1NC(=O)c1ccc(C)cc1	8	10	0.3	4.4	-18	2.0	-12	0.7	10	-26	49
Cc1nc(NS(=O)(=O)c2ccccc2)sc1C(C)(C)C	1	2	-1.8	-0.7	21	0.9	3	-0.2	-8	4	7
O=C(COC(=O)c1ccc[nH]c1=O)NC1CC1	5	-22	0.7	-5.3	-22	1.1	-1	-0.5	3	20	4
O=C(N/N=C/c1ccccn1)c1ccc([N+](=O)[O-])cc1	4	5	-1.7	0.4	-12	0.6	1	1.4	4	-2	-12
Cc1cc2c(cc1S(=O)(=O)N1CCOCC1)NC(=O)CO2	-5	-2	0.6	-0.7	28	1.2	-3	-0.7	8	5	9
NC(=O)COc1ccc(Cc2ncc(C(F)(F)F)cc2Cl)cc1	2	16	1.7	-2.4	10	3.5	-15	-0.3	8	13	20
O=C(CSC1=NS(=O)(=O)c2cc(Cl)ccc2N1)NCc1ccccc1	9	-14	0.9	-1.1	-3	3.5	-3	0.6	-9	7	1
O=S(=O)(NCC(c1cccnc1)N1CCN(c2ccc(F)cc2)CC1)c1ccccc1 (centres undefined)	0	-8	-0.9	0.8	1	1.2	-3	0.0	-8	-4	69
COCCCNC(=S)N/N=C/c1ccc(OC)cc1	.	.	-0.1	.	-1	2.0	-4	0.2	.	.	3
COc1ccc2c3n(nc2c1)CCN=C3c1cc(Cl)c(N)c(Cl)c1	-1	2	-3.1	-0.5	5	1.4	-39	1.3	-3	3	-5
COc1ccc(CCNS(=O)(=O)c2cc(C(=O)O)c(Cl)cc2Cl)cc1	-4	11	1.3	-2.5	2	2.5	6	0.3	-7	13	.
O=c1[nH]c2ccccc2n1Cc1ccc(Cl)cc1	9	-8	2.8	1.6	-7	2.0	-7	2.9	4	-9	-6
COc1cc(OC)cc(C(=O)NNC(=O)c2ccc3c(c2)OCCO3)c1	7	8	-2.3	-0.4	.	2.4	2	-0.4	8	2	11
CC1CCCC(NCC(=O)Nc2ccc(C(N)=O)cc2)C1C (centres undefined)	10	-5	1.6	-0.8	16	2.3	-8	3.5	-1	4	1
NNC(=O)c1ccc(CN2CCCCC2)o1	1	1	0.2	-1.2	11	1.1	-8	-0.4	-1	9	0
CC(=O)O[C@@H]1C[C@H]2C(C)(C)C(=O)C=C[C@]2(C)[C@H]2CC[C@@]3(C)[C@H](c4ccoc4)OC(=O)[C@H]4O[C@]43[C@@]21C	4	-19	-1.4	-0.3	11	3.4	-2	2.1	0	2	-24
O=C(c1ccc(N2CCCCS2(=O)=O)cc1)N1CCN(c2ccc(N3CCOCC3)nn2)CC1	-2	-11	-1.3	0.7	-7	-0.4	1	-1.7	-4	-4	-17
CCCCN(CC)Cc1c(C)[nH]c2ccccc2c1=O	-1	-15	0.6	-0.8	-5	1.6	-4	3.0	-2	5	0
Cc1cc([N+](=O)[O-])nn1CC(=O)Nc1sc2c(c1C(N)=O)CCCC2	-3	-6	0.5	-0.2	47	1.8	5	4.8	-1	1	-1
S=C(Nc1ccc(Br)cc1Cl)NC1CCN(Cc2ccccc2)CC1	-3	-1	0.0	14	-13	2.7	-4	2.4	-2	-72	238
CC(=O)Nc1ccc(NC(=O)c2cc(-c3ccccc3)nc3ccccc23)cc1	-6	9	.	0.7	-9	2.1	-7	.	2	-4	48
CCN(CC)C(=O)C[n+]1ccc(C(N)=O)cc1	-3	7	-1.0	0.5	-7	2.2	-3	0.2	3	-4	25
Cc1ccc(Cn2nc(C)c(NC(=O)c3nn(C)cc3Cl)c2C)cc1	1	2	-1.3	-2.1	12	0.5	0	-0.9	-4	11	-5
Nc1ccc2oc(=O)c(-c3ccccc3)cc2c1	-1	1	-0.4	-0.6	-2	0.3	-4	-1.2	0	3	-1
CCOC(=O)C1=C(C)Nc2nnnn2C1c1cccc(OC)c1OC (centres undefined)	3	-12	1.0	-1.7	-15	1.1	10	3.5	-4	9	-8
CCOC(=O)N1CCN(C(=O)C2CCCN(S(=O)(=O)c3cccnc3)C2)CC1 (centres undefined)	2	13	-1.7	-2.2	-12	-0.8	-6	2.5	-3	11	10
Cc1ccc(N(C(=O)CNC(=O)c2ccco2)C(C(=O)NC2CCCCC2)c2cccnc2)cc1F (centres undefined)	4	-3	3.2	-3.4	15	1.4	7	2.6	2	18	2
CCCN1CCN(CCCNC(=O)c2ccc3c(c2)NC(=O)c2ccccc2S3)CC1	-9	2	-2.5	-1.2	14	1.2	17	1.7	-2	6	0
COc1ccc(-c2n[nH]c(C)c2-c2cnn(-c3ccccc3)c2)c(O)c1C	-6	8	3.1	4.7	-14	5.4	-3	2.6	-5	-24	16
CCc1ccc(/C=N/N2CCN(c3ccccn3)CC2)cc1	-6	2	-2.7	-0.9	4	0.8	3	-3.8	2	5	9
Cc1ccccc1NC(=O)COC(=O)CC1CCCC1	-5	0	.	0.1	-8	0.4	-6	.	-12	-1	.

Overlap with the part before: 2 entries, followed by the next part.
SMILES	PKA-R1A act	HTR5A inv ctr	Ecoli viability	OPRM1-OPRD1 ag	PfHsp90 set2	phage Ecoli inh	Tat export inh	AddAB inh	PKA-R2B activ	MOR-DOR inv ag	Mot1-301 SUMO
CCc1ccc(/C=N/N2CCN(c3ccccn3)CC2)cc1	-6	2	-2.7	-0.9	4	0.8	3	-3.8	2	5	9
Cc1ccccc1NC(=O)COC(=O)CC1CCCC1	-5	0	.	0.1	-8	0.4	-6	.	-12	-1	.
COC(=O)C(C(=O)Nc1ncccn1)C1CCCCCC1 (centres undefined)	-7	-7	-1.1	-0.8	14	1.4	-8	1.5	2	5	.
O=C(NCCc1c[nH]c2ccccc12)C(=O)NCC1OCCCN1S(=O)(=O)c1ccccc1 (centres undefined)	-6	-177	-2.4	-1.1	7	1.9	1	-0.4	1	6	-5
CCCC1(c2ccccc2)NC(=O)N(CC(=O)Nc2cc(OC)cc(OC)c2)C1=O (centres undefined)	-4	-6	1.4	-2.1	-15	0.8	-1	4.9	-5	13	-4
CC(C)(C)c1ccc(C(=O)NNC(=O)c2cccc(Br)c2)cc1	-11	-4	1.7	13	6	3.2	3	-0.3	1	-71	-5
COc1ccc(C(N)=O)c(OCC(=O)Nc2cc(C)on2)c1	-10	-32	-0.5	-4.0	-43	0.6	-14	-0.2	9	16	-4
CC(=O)Nc1ccc(/C=C(\C#N)C(=O)NCc2ccccc2)cc1	3	-1	-0.1	-0.8	1	2.6	2	1.9	-2	4	266
Cc1cc(C)n(CC(=O)NNC(=O)COc2ccc(F)cc2Br)n1	12	-9	-4.2	-0.1	-11	-1.3	-1	0.1	3	0	14
CCOC(=O)Cc1nc2ccccc2n(CC#N)c1=O	-2	-1	-0.4	-1.1	8	4.0	-20	-0.8	0	6	.
COc1ccc(/C=N/NC(=O)c2cccc([N+](=O)[O-])c2)cc1OC(=O)c1ccccc1	10	5	1.6	-2.6	.	-0.2	5	-0.9	-4	14	-20
O=C(NC1CCOc2ccccc21)C1CCCC1 (centres undefined)	-8	-9	-1.6	-1.7	-3	0.1	0	1.1	-6	10	12
O=C(CN1CCN(S(=O)(=O)c2ccc3c(c2)OCCO3)CC1)Nc1ccccc1Br	-14	-1	.	-1.6	-6	1.0	-4	.	-15	8	.
O=C(NCCCCNC(=O)c1ccccn1)c1ccccn1	3	6	-0.5	-2.3	-3	3.5	9	1.1	9	13	19
O=C(CSc1ccsc1[N+](=O)[O-])N1CCCCC1	-10	-24	5.4	-0.9	35	4.0	2	7.3	-3	4	-6
CCOC(=O)C1CCCN(C(=O)c2cc3c(=O)n4ccccc4nc3s2)C1 (centres undefined)	-3	10	-0.6	-1.7	2	-0.5	18	0.8	-3	6	2
